GASC1 inh: blocks human GASC-1 (KDM4C) demethylase activity. Q9H3R0. GST-KDM4C 2-372, H3K9me3 peptide, LANCE TR-FRET. inhibition, % at 12.5 µM. 96,000 tested, 0.15% active;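 active means mean replicate inhibition above about 25%, with at least 55% of replicates also reaching it, limit read from the data, passing the limit was not always enough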
Target sequence (Q9H3R0 2-372 limits assumed): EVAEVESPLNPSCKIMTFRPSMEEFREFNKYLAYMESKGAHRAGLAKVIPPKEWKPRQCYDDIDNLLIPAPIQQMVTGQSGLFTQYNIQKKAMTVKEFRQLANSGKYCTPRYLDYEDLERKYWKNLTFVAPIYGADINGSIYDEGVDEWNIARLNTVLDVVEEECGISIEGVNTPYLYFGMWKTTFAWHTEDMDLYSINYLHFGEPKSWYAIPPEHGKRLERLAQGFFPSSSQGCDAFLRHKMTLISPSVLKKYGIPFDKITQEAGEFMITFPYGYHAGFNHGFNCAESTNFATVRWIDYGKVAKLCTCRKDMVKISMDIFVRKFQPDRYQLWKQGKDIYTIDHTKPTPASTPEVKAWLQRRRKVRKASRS
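reagent = H3K9me3 peptide substrate, Fe(II), 2-oxoglutarate | system = GST-tagged GASC-1 (JMJD2C) catalytic fragment, aa 2-372 | amount = enzyme final amount 10 nM | read-out = Fall in 671/618 emission ratio as inhibition | medium = HEPES buffer, pH 7.5, plus ascorbate | schedule = 30 min reaction, 60 min detection, RT | measured by = LANCE TR-FRET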
T cruzi growth: inhibitors of T. cruzi proliferation | T. cruzi beta-gal in NIH3T3, GalScreen luminescence, 90 h | inhibition, % at 8.34 µM | 77,000 tested, 5.9% active;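 active means mean inhibition above about 93%, with at least 55% of replicates each passing it, limit read from the data, passing the limit was not always enough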
C diff HTS: C. difficile growth inhibition; Clostridium difficile clinical isolate growth, OD600, 24 h; active compounds read low; growth activity, negative = inhibition, % at 16 µg/mL (by protocol); 86,000 tested, 0.25% active; AID 1259249;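 active means mean growth activity at or below -80% and every replicate also at or below -80%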;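 further: 0% = DMSO wells and -100% = levofloxacin 16 µg/mL wells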
Pf Dd2 growth: inhibitors of Plasmodium falciparum Dd2 growth | P. falciparum Dd2 growth, SYBR Green, 72 h; active compounds read low | 94,000 tested, 2.3% active | AID 1159554 | activity change, % at 10 µM; in the data active means activity change below about -80%
An asterisk follows results filed as active; . = not tested or not shown; & = joins results of further samples.

SMILES	GASC1 inh	T cruzi growth	C diff HTS	Pf Dd2 growth
COc1ccc(S(=O)(=O)Nc2cccc3c2O[C@H](CN(C)Cc2ccc(Cl)c(Cl)c2)[C@@H](C)CN([C@@H](C)CO)C3=O)cc1	-0.8	62	18	-59
CO[C@H]1CN(C)C(=O)c2ccc(NC(C)=O)cc2OC[C@H](C)N(C(=O)c2ccccc2)C[C@@H]1C	-0.6	3	2	52
Cc1noc(C)c1NC(=O)Nc1ccc2c(c1)C(=O)N([C@H](C)CO)C[C@H](C)[C@@H](CN(C)S(=O)(=O)c1cn(C)cn1)O2	0.2	62	4	11
C[C@@H]1CN([C@H](C)CO)C(=O)CCCn2cc(nn2)CO[C@@H]1CN(C)S(=O)(=O)c1cccc(C#N)c1	0.2	.	-1	31
COc1ccc(NC(=O)N2CC3(C2)CN(CC2CC2)[C@@H](CO)c2c3c3ccc(OC)cc3n2C)cc1	0.1	.	3	-43
COc1ccc2c3c([nH]c2c1)[C@H](CO)N(C(=O)NC1CCCC1)CC31CN(C(=O)Nc2cccc(F)c2)C1	-2.5	.	1	-24
CC(C)NC(=O)Nc1ccc2c(c1)C(=O)N([C@H](C)CO)C[C@H](C)[C@H](CN(C)Cc1ccccc1)O2	1.1	-35	-3	-1
O=C([C@H]1[C@H](CO)[C@H]2Cn3c(ccc(-c4cncnc4)c3=O)[C@H]2N1CC1CC1)N1CCCCC1	6.7	58	9	2
CCCC#Cc1ccc2c(c1)O[C@H](CN(C)C(=O)NCCC)[C@H](C)CN([C@@H](C)CO)S2(=O)=O	-2.3	18	-2	6
C[C@H](CO)N1C[C@H](C)[C@H](CN(C)S(=O)(=O)c2ccccc2)Oc2ccc(NS(=O)(=O)c3ccccc3)cc2C1=O	-0.9	-11	-8	-12
C[C@@H]1CN([C@@H](C)CO)C(=O)Cc2cc(NC(=O)Cc3cn(C)c4ccccc34)ccc2O[C@H]1CN(C)Cc1ccc(C(=O)O)cc1	0.4	.	-4	-54
CC(=O)N(C)C[C@@H]1Oc2ncc(-c3ccc(F)cc3)cc2C(=O)N([C@H](C)CO)C[C@H]1C	21	30	1	44
COCC(=O)N(C)C[C@@H]1Oc2cc(-c3cncnc3)ccc2S(=O)(=O)N([C@H](C)CO)C[C@H]1C	-0.7	31	-3	27
CCC(=O)N[C@H]1C=C[C@H](CC(=O)NCC2CC2)O[C@H]1CO	1.0	.	-1	11
CNC[C@H]1Oc2c(NC(=O)Nc3ccccc3)cccc2C(=O)N([C@H](C)CO)C[C@@H]1C	1.1	-5	2	-2
CN(C)C(=O)c1ccc(-c2ccc([C@@H]3[C@@H](CO)N4C(=O)CN(C(=O)C5CCC5)C[C@@H]34)cc2)cc1	-0.7	.	1	-6
CNC(=O)C[C@H]1CC[C@@H]2[C@H](COc3ccc(NC(=O)Nc4cccc(C)c4)cc3C(=O)N2C)O1	-0.2	14	-4	6
C[C@H](CO)N1C[C@H](C)[C@H](CN(C)Cc2ccc3c(c2)OCO3)Oc2ccc(NS(=O)(=O)c3ccccc3)cc2C1=O	0.9	27	1	-3
COc1ccc(S(=O)(=O)Nc2ccc3c(c2)C(=O)N([C@H](C)CO)C[C@@H](C)[C@H](CN(C)C(=O)c2ccncc2)OCCCC[C@@H](C)O3)cc1	-4.7	27	3	-3
C[C@H](CO)N1C[C@H](C)[C@H](CN(C)Cc2ccc(Oc3ccccc3)cc2)Oc2c(NS(C)(=O)=O)cccc2C1=O	-1.0	.	-3	-30
O=C(Cc1ccccn1)NCC[C@@H]1CC[C@@H](NC(=O)Nc2ccc(C(F)(F)F)cc2)[C@H](CO)O1	0.5	2	1	-21
CO[C@@H]1CN(C)C(=O)c2cc(NC(=O)C3CCOCC3)ccc2OC[C@H](C)N(Cc2cccnc2)C[C@@H]1C	-1.7	34	.	15
COCC(=O)Nc1ccc2c(c1)OC[C@@H](C)N(Cc1cccnc1)C[C@H](C)[C@@H](OC)CN(C)C2=O	-0.6	19	2	22
C[C@@H]1CN([C@@H](C)CO)C(=O)c2cc(C3=CCCC3)cnc2O[C@H]1CN(C)C(=O)c1ccccc1	4.6	17	0	-2
O=C(C[C@H]1C=C[C@H](NC(=O)c2ccncc2)[C@@H](CO)O1)Nc1ccccc1	0.6	.	-20	39
CC(C)NC(=O)N(C)C[C@H]1Oc2ccc(NC(=O)Nc3ccc4c(c3)OCO4)cc2CC(=O)N([C@H](C)CO)C[C@H]1C	1.5	15	0	-5
COc1cccc(S(=O)(=O)N2CC3(CCN(C)CC3)c3c(n(C)c4cc(OC)ccc34)[C@H]2CO)c1	1.7	.	-7	-31
COc1ccc(S(=O)(=O)N(C)C[C@H]2Oc3ccc(NS(=O)(=O)c4ccc(F)cc4)cc3C(=O)N([C@@H](C)CO)C[C@H]2C)cc1	-0.6	27	-2	6
C[C@H]1CN([C@@H](C)CO)S(=O)(=O)c2ccc(C#CC3CCCC3)cc2O[C@H]1CN(C)Cc1cccnc1	2.2	117*	10	-77
CC(=O)N1[C@@H]2c3ccc(-c4ccccc4F)c(=O)n3C[C@@H]2[C@@H](CO)[C@@H]1C(=O)N(C)C	-1.0	64	3	.
C[C@H](CO)N1C[C@H](C)[C@H](CN(C)Cc2ccccc2)OCCCC[C@H](C)Oc2ccc(NC(=O)CCCN(C)C)cc2C1=O	0.5	15	1	-78
O=C(C[C@@H]1C[C@H]2c3cc(NC(=O)Nc4ccc(F)cc4)ccc3O[C@H]2[C@@H](CO)O1)NCC1CC1	-0.5	-48	-4	14
O=C(C[C@@H]1C=C[C@H](NC(=O)Nc2ccc3c(c2)OCO3)[C@H](CO)O1)NCc1ccc(Cl)cc1	0.0	28	.	10
COc1ccccc1NC(=O)N1C[C@@H](O)COC[C@@H]2O[C@@H](CC(=O)N3CCC(Cc4ccccc4)CC3)CC[C@H]21	-3.1	48	1&-28	9
CC(C)CC#Cc1ccc([C@H]2[C@@H](CO)N3CCCCN(S(=O)(=O)c4ccc(F)cc4)C[C@@H]23)cc1	0.5	88	-2	-20
C[C@H](CO)N1C[C@H](C)[C@@H](CN(C)C(=O)Nc2ccccc2)Oc2c(NS(=O)(=O)c3cccs3)cccc2C1=O	-0.2	-122	-3	27
Cc1cccc(NC(=O)Nc2ccc3c(c2)C(=O)N(C)[C@@H]2CC[C@H](CC(=O)NCc4ccccc4Cl)O[C@@H]2CO3)c1	-0.1	65	-11	-3
COc1ccc2c3c([nH]c2c1)[C@H](CO)N(Cc1ccccc1)CC31CCN(S(=O)(=O)c2ccc(C)cc2)CC1	0.1	.	1	-54
O=C(NCC[C@@H]1CC[C@@H](NC(=O)C2CCCC2)[C@H](CO)O1)c1cc(Cl)cc(Cl)c1	-1.4	.	1	3
CC(C)CC#Cc1ccc2c(c1)O[C@@H](CN(C)C(=O)CC1CC1)[C@@H](C)CN([C@H](C)CO)S2(=O)=O	-1.5	.	2	-28
C[C@@H]1CN([C@@H](C)CO)C(=O)c2cc(C#CCN(C)C)cnc2O[C@@H]1CN(C)C	20	.	-2	59
Cc1ccc(S(=O)(=O)Nc2ccc3c(c2)C(=O)N([C@H](C)CO)C[C@H](C)[C@@H](CN(C)S(=O)(=O)c2cn(C)cn2)OCCCC[C@@H](C)O3)cc1	15	-27	1	-11
C[C@@H]1CN([C@@H](C)CO)S(=O)(=O)c2ccc(C#CC3CC3)cc2O[C@H]1CN(C)C(=O)Cc1ccncc1	1.4	88	0	-31
CCC(=O)N1CC[C@@H]2[C@@H](CO)Nc3ccc(-c4ccc(OC)cc4)cc3[C@@H]21	2.6	43	-16	5
O=C(C[C@@H]1CC[C@H]2[C@@H](COC[C@@H](O)CN2CC2CCCCC2)O1)NCC1CC1	-0.8	9	.	-19
CCCC(=O)Nc1ccc2c(c1)C(=O)N(C)[C@@H]1CC[C@@H](CC(=O)OC)O[C@@H]1CO2	0.0	-21	15	3
CCCN(C)C[C@@H]1OCCCC[C@@H](C)Oc2ccc(NC(=O)C3CCCCC3)cc2C(=O)N([C@@H](C)CO)C[C@@H]1C	0.0	85	19	-34
C[C@H]1CN([C@@H](C)CO)C(=O)c2cc(-c3ccccc3)cnc2O[C@@H]1CN(C)Cc1cccnc1	1.6	7	5	40
COc1cccc(CNC(=O)C[C@@H]2C=C[C@H](NC(=O)C3CCOCC3)[C@H](CO)O2)c1	0.0	29	3	10
COCC#Cc1cnc2c(c1)C(=O)N([C@@H](C)CO)C[C@@H](C)[C@@H](CN(C)C(=O)Nc1ccccc1OC)O2	0.3	71	-2	-6
C[C@@H]1CN([C@H](C)CO)C(=O)c2cc(NC(=O)CCC(F)(F)F)ccc2O[C@@H]1CN(C)Cc1ccc(C(=O)O)cc1	-0.1	-6	2	10
O=C(C[C@H]1C[C@H]2c3cc(NC(=O)CC4CC4)ccc3O[C@H]2[C@@H](CO)O1)NCCN1CCCCC1	-0.3	-48	-1	12
CC=Cc1ccc2n(c1=O)C[C@H]1[C@H](CO)[C@@H](C(=O)NC3CCCC3)N(Cc3nccs3)[C@@H]21 (mixture of isomers)	3.0	-41	3	9
CCCNC(=O)N1CC2(CCN(C(=O)CC3CC3)CC2)c2c(n(C)c3cc(OC)ccc23)[C@H]1CO	-1.3	.	0	-45
COc1ccc(NC(=O)N(C)C[C@@H]2OCCCC[C@@H](C)Oc3ccc(NS(=O)(=O)c4cccs4)cc3C(=O)N([C@H](C)CO)C[C@H]2C)cc1	-2.0	6	-7	-29
CC(C)NC(=O)NCC[C@@H]1CC[C@@H](NS(=O)(=O)c2ccccc2)[C@@H](CO)O1	-0.9	.	4	13
CN1C(=O)c2cc(NC(=O)c3ccno3)ccc2OC[C@H]2O[C@@H](CC(=O)Nc3ccccc3)CC[C@@H]21	0.6	-4	19	-8
C[C@H](CO)N1C[C@H](C)[C@@H](CN(C)Cc2ccc(C(=O)O)cc2)Oc2ccc(NC(=O)CCN3CCOCC3)cc2CC1=O	-1.5	16	-3	27
COCC(=O)Nc1ccc2c(c1)OC[C@@H](C)N(C(=O)c1ccccc1F)C[C@H](C)[C@@H](OC)CN(C)C2=O	-1.3	27	-3	-8
C[C@@H]1CCCCO[C@@H](CN(C)Cc2ccc(C(=O)O)cc2)[C@@H](C)CN([C@H](C)CO)C(=O)c2cc(NS(=O)(=O)c3ccccc3)ccc2O1	0.9	-18	-4	22

The final 7 compounds of the section before come first, to join the parts.
SMILES	GASC1 inh	T cruzi growth	C diff HTS	Pf Dd2 growth
CCCNC(=O)N1CC2(CCN(C(=O)CC3CC3)CC2)c2c(n(C)c3cc(OC)ccc23)[C@H]1CO	-1.3	.	0	-45
COc1ccc(NC(=O)N(C)C[C@@H]2OCCCC[C@@H](C)Oc3ccc(NS(=O)(=O)c4cccs4)cc3C(=O)N([C@H](C)CO)C[C@H]2C)cc1	-2.0	6	-7	-29
CC(C)NC(=O)NCC[C@@H]1CC[C@@H](NS(=O)(=O)c2ccccc2)[C@@H](CO)O1	-0.9	.	4	13
CN1C(=O)c2cc(NC(=O)c3ccno3)ccc2OC[C@H]2O[C@@H](CC(=O)Nc3ccccc3)CC[C@@H]21	0.6	-4	19	-8
C[C@H](CO)N1C[C@H](C)[C@@H](CN(C)Cc2ccc(C(=O)O)cc2)Oc2ccc(NC(=O)CCN3CCOCC3)cc2CC1=O	-1.5	16	-3	27
COCC(=O)Nc1ccc2c(c1)OC[C@@H](C)N(C(=O)c1ccccc1F)C[C@H](C)[C@@H](OC)CN(C)C2=O	-1.3	27	-3	-8
C[C@@H]1CCCCO[C@@H](CN(C)Cc2ccc(C(=O)O)cc2)[C@@H](C)CN([C@H](C)CO)C(=O)c2cc(NS(=O)(=O)c3ccccc3)ccc2O1	0.9	-18	-4	22
C[C@H](CO)N1C[C@H](C)[C@@H](CN(C)S(=O)(=O)c2ccc(F)cc2)Oc2c(NC(=O)c3cnccn3)cccc2C1=O	1.0	36	-6	28
COc1ccccc1-c1cnc2c(c1)C(=O)N([C@@H](C)CO)C[C@H](C)[C@@H](CN(C)Cc1ccccc1)O2	.	69	0	-31
O=C(C[C@H]1CC[C@@H]2[C@H](COC[C@@H](O)CN2Cc2cc(F)ccc2F)O1)NCc1ccc(Oc2ccccc2)cc1	1.5	.	35&2	-7
N#Cc1cccc(-c2ccc(C3[C@@H]4CN(C(=O)Nc5ccc6c(c5)OCO6)C[C@H]3N4)cc2)c1 (stereo partly drawn)	6.0&-0.2	.	26&51	-65&-75
CN1C(=O)c2cc(NC(=O)c3cnccn3)ccc2OC[C@H]2O[C@H](CC(=O)NC3CCC3)CC[C@@H]21	0.4	4	-3	-34
C[C@H]1CN([C@@H](C)CO)C(=O)c2cc(NC(=O)Nc3cccc4ccccc34)ccc2O[C@H]1CN(C)S(=O)(=O)c1ccc(Cl)cc1	-1.6	80	-5	0
O=C(N[C@H]1CC[C@H](CCn2cc(C3CC3)nn2)O[C@@H]1CO)c1cccnc1	-1.3	37	.	12
CO[C@@H]1CN(C)C(=O)c2ccc(NC(=O)Nc3ccccc3)cc2OC[C@H](C)N(C(C)=O)C[C@@H]1C	-0.9	9	-5	.
C[C@H](CO)N1C[C@H](C)[C@H](CN(C)S(C)(=O)=O)Oc2ncc(-c3ccc(F)cc3)cc2C1=O	-0.6	-32&49	5&6	4&-9
